# Screens: PubChem, National Center for Advancing Translational Sciences (NCATS)
# PTHR1 agonist: qHTS for PTHR1 Agonists: Primary Screen. HEK293 GP2 PTHR1 cells, GloSensor cAMP luminescence, 1 h. AID 743266, 2014. actives 0.075% (n = 410,000). Potency, µM (highest dose often 115 µM), inactives show at the top dose activation, usual class: activators; note: potency is the fitted concentration of half-maximal effect; nearly all actives have a fitted effect of over 55% in size; some results filed as inactive show a strong effect at the top dose; inactives centre near -15; many of its hits are not listed in these tables
#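 HEK-293-derived GP2 cells expressing PTHR1 and a GloSensor cAMP reporter, 3,000/well, plated overnight, given luciferin plus IBMX (each 0.5 mM as added) for 1 h at 37 °C, then compound for 1 h at 37 °C. Luminescence was read after 15 min at room temperature.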
# CCT chaperon mod: High-Throughput Screening for Modulators of Cytosolic Chaperonin Activity; actives 0.3% (n = 360,000); purified chaperonin ATPase assay, HTRF ADP detection, 30 min; AID 651819, 2012; activity change, % (test concentration not listed), hits read low; in the data active = activity change below about -30%; note: % is set by controls: 0 for no effect and ±100 for the full control effect
#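 Enzyme 40 or 20 nM (batch-dependent) in Tris pH 7.4/KCl/MgCl2/DTT; cpd 76 uM single point; ATP 10 uM; 30 min 37 °C; Transcreener ADP HTRF detection, 30 min RT; ratio 665/615.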
# Mm-Cpn inhibitor: Inhibitors of TCP-1 ring complex (TRiC) of Methanococcus maripaludis (MmCpn): qHTS; purified Mm-Cpn ATPase, ADP Transcreener TR-FRET; Potency, µM (top dose mostly 76.9 µM), for the others: at the top dose activity, negative = inhibition, most hits filed as inhibitors; actives 0.031% (n = 330,000); AID 504842, 2011; note: potency is the fitted concentration of half-maximal effect; % is set by controls: 0 for no effect and ±100 for the full control effect; nearly all actives have a fitted effect of over 80% in size
#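 TR-FRET (320 nm excitation; 590 and 665 nm emission) reports ADP made from 10 uM ATP by 25 nM enzyme; compounds were preincubated 10 min, reaction run 30 min, both at 37°C.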
# EPAC2 ag: qHTS for Agonist of cAMP-regulated guanine nucleotide exchange factor 4 (EPAC2): primary screen. AID 720711, 2013. Potency, µM (top dose mostly 154 µM), for inactives: at the highest dose activation, usual class: activators. actives 0.079% (n = 360,000). EPAC2 activation, biochemical qHTS; response scale: 100% = 6.5 mM cAMP response. Rap guanine nucleotide exchange factor 4 (Homo sapiens), Q8WZA2; note: potency is the fitted concentration of half-maximal effect; nearly all actives have a fitted effect of over 50% in size
# Target sequence (Q8WZA2 whole entry, looked up): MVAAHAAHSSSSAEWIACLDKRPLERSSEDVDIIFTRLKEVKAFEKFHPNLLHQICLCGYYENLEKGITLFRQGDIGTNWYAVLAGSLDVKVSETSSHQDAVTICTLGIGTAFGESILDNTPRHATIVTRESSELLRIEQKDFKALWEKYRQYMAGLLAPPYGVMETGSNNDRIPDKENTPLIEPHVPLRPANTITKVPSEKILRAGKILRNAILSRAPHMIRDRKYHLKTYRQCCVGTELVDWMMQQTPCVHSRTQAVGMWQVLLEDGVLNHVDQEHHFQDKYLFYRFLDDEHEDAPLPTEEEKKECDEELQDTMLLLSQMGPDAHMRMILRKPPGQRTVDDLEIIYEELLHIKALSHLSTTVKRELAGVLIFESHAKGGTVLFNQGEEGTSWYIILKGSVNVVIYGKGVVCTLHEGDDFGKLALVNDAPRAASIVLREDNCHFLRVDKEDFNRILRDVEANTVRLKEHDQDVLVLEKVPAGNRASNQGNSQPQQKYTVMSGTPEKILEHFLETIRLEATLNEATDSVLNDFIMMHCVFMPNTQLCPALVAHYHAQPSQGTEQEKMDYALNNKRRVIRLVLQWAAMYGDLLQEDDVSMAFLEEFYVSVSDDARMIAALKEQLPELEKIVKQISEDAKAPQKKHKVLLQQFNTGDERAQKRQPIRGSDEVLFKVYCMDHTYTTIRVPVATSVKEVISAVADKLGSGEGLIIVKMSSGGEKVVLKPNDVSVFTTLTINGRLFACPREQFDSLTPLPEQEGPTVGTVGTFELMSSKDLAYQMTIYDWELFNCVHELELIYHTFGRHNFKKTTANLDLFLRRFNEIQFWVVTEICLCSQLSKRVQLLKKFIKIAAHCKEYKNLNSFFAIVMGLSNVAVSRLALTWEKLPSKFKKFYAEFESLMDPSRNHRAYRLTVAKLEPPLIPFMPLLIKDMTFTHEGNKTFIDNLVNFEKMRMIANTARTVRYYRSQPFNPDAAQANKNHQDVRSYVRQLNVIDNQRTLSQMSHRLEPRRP
#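 Fluorescence exchange assay: 100 nM EPAC2 with 250 nM RAP1B-BODIPY-GDP and 50 uM GDP; compounds tested as a concentration-titration series (qHTS). Loss of Rap1-bound BODIPY-GDP fluorescence read at 480/540 nm; data normalized to 6.5 mM cAMP.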
# EPAC2 antag: qHTS for Antagonist of cAMP-regulated guanine nucleotide exchange factor 2 (EPAC2): primary screen | EPAC2 GEF exchange of Rap1B-BODIPY-GDP, fluorescence | actives 0.18% (n = 360,000) | Rap guanine nucleotide exchange factor 4 (Homo sapiens), Q8WZA2 | Potency, µM (doses to about 114 µM), for inactives: at the highest dose activity, negative = inhibition, actives largely listed as inhibitors | AID 720708, 2013; note: potency is the fitted concentration of half-maximal effect; % is set by controls: 0 for no effect and ±100 for the full control effect; nearly all actives have a fitted effect of over 45% in size; many of its hits are not listed in these tables
# DRD3 agonist: qHTS of D3 Dopamine Receptor Agonist: qHTS; D(3) dopamine receptor (Homo sapiens), P35462; D3R DiscoveRx beta-arrestin cells, luminescence, 90 min; max activation, %; actives 0.58% (n = 410,000); in the data active = max activation above about 30%; note: 0% is about no effect; mostly tested at two doses, the higher about 12 µM
#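 Agonist-mode cell screen: cells plated at 1500/well and incubated overnight at 37 °C, then exposed to library compounds for 90 min at 37 °C. Detection reagent was added for 30–60 min at room temperature, and luminescence was read.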
# DRD3 antagonist: qHTS of D3 Dopamine Receptor Antagonist: qHTS. D(3) dopamine receptor (Homo sapiens), P35462. D3R cells, DiscoveRx beta-arrestin luminescence, antagonist mode; stronger effect = lower value. max response, negative = inhibition, %. actives 2.5% (n = 360,000). AID 652054, 2013; in the data active = max response below about -50%; inconclusive = no clear call, values can overlap the other calls; note: % is set by controls: 0 for no effect and ±100 for the full control effect; mostly tested at two doses, the higher about 12 µM
#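 Cells plated overnight at 1500 cells/well, then exposed to library compounds with dopamine controls for 90 minutes at 37 degrees C. DiscoveRx reagent added for 30–60 minutes at room temperature; luminescence read, quantitative HTS format.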
# pAkt inh: HTS Assay for Inhibitors of Akt Phophorylation: Primary Screen; actives 0.32% (n = 360,000); activity change, % for hits at 50 µM; Neuro2A IGF-stimulated pAkt S473 HTRF, 20 min; stronger effect = lower value; in the data active = activity change below about -80%; inconclusive = mostly about -51% to -80%; note: % is set by controls: 0 for no effect and ±100 for the full control effect
#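 Single-point screen (50 µM final compound) in Neuro2A cells stimulated 20 min with 6 nM IGF at 37 deg C. After lysis, Ser473-phosphorylated Akt read by HTRF (ex 330 nm, em 615/665 nm) as the 665/615 ratio.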
# Active calls of the source: *; i = inactive; ? = inconclusive; . = not tested or not shown; & = joins results of further samples; [ ] = dose if it differs, or a comment. Unless noted, calls come from the whole dose curve; as a rule, active = well fitted curve in the direction sought with a large enough effect; inconclusive = small, poorly fitted or top-dose-only effect, or another doubt; inactive = no such curve, though single readings can be large; an effect the other way counts as inactive or inconclusive.
# Screens in order: PTHR1 agonist, CCT chaperon mod, Mm-Cpn inhibitor, EPAC2 ag, EPAC2 antag, DRD3 agonist, DRD3 antagonist, pAkt inh
O=C(Nc1ccc(OC(F)(F)F)cc1)c1cc(S(=O)(=O)N2CCCCC2)ccc1N1CCOCC1
  -1%, -1.8, ., -3%, -14%, -4, 3, i
CC(C)c1ccc(OCc2ccc(C(=O)O)o2)cc1
  -31%, -1.0, -4%, 11%, 3%, 0, -9, i
Cc1oc2cc(O)ccc2c(=O)c1N1C(=O)c2ccccc2C1=O
  i, 2.0, 2%, 4%, 6%, 2, -22, i
COc1ccc(NC(=O)c2ccc(CNS(=O)(=O)c3cccc(OC)c3)cc2)cc1
  -15%[57.5 µM], -3.5, -2%, 5%, -2%, 6, 23, i
CCn1cc(CN2CCCC(C(=O)Nc3ccc(-c4cscn4)cc3)C2)c(C)n1 (centres undefined)
  i, 1.5, 0%, 1%, -8%, -5, -10, i
O=C(COC(=O)/C=C/c1ccc2c(c1)OCO2)NCc1ccc(F)cc1
  i, 1.1, ., 7%, 4%, -7, -5, i
COc1ccc(OC)c(CN2CCCC(CO)C2)c1 (centres undefined)
  4%, -2.2, -2%, 9%, 23%, -29, -21, i
CC(=O)Nc1ccc(/C=C2\CCc3ccccc3C2=O)cc1
  -37%[inhibitor], 1.0, -3%, -6%, -18%, 5, 17, i
O=C(c1ccccc1-n1cccc1)N1N=C(C(F)F)CC1(O)C(F)F (centres undefined)
  i, 1.2, 1%, 2%, 3%, -3, -29, i
Cc1ccc(NC2CCCN(C(=O)CN3C(=O)c4ccccc4C3=O)C2)cc1C (centres undefined)
  -26%, -0.6, 2%, -1%, -2%, 4, -3, i
CN(C)c1nc(C(=O)OCCO)nc(N(C)C)n1
  -6%[57.5 µM], -2.5, -1%, -1%, 5%, 0, 4, i
CC(C)NC(=O)N(C)C[C@H]1Oc2c(NC(=O)Cc3ccccc3)cccc2C(=O)N([C@H](C)CO)C[C@@H]1C
  -8%, -0.7, 1%, 6%, 1%, 1, -18, i
CCCCCCCC[n+]1c(C)n(-c2ccccc2)c2ccc(NC(C)=O)cc21
  -22%, 0.6, 0%, -1%, 8%, 4, 13, i
O=C(CC1C(=O)NCCN1CC1CCCCC1)NCc1cc(F)ccc1F (centres undefined)
  i, -0.2, -5%, 4%, -6%, -10, -1, i
CSc1n[nH]c(/N=C/c2oc(O)c3ccccc23)n1
  i, 2.5, -1%, 4%, 22%, -12, 14, i
Cc1ccc(C2C(C#N)=C(N)N(c3cccnc3)C3=C2C(=O)CCC3)c(C)c1 (centres undefined)
  -36%[inhibitor], -0.6, 5%, -2%, ?, 1, 2, i
CCn1c(SC)nc2c(c1=O)SC(C)C2 (centres undefined)
  i, 2.1, 1%, 2%, 8%, 1, -18, i
CNS(=O)(=O)c1cccc(C(=O)OCCCOC(=O)c2cccc(S(=O)(=O)NC)c2)c1
  -26%, -1.3, -1%, 0%, 9%, 5, 0, i
Cc1ccc(C)c(N2CCN(C(C(=O)NC3CCCC3)C(C)C)CC2)c1 (centres undefined)
  12%, ., ., -1%, -2%, -9, 2, i
O=C(Nc1nnc(C2=COCCO2)o1)c1ccc([N+](=O)[O-])s1
  -15%, -0.5, 0%, -2%, -7%, -6, -26, i

# Entries of single compounds, quoted from the list. Screens in order: PTHR1 agonist | CCT chaperon mod | Mm-Cpn inhibitor | EPAC2 ag | EPAC2 antag | DRD3 agonist | DRD3 antagonist | pAkt inh
# CCCCCCCC[n+]1c(C)n(-c2ccccc2)c2ccc(NC(C)=O)cc21 reads -22% | 0.6 | 0% | -1% | 8% | 4 | 13 | i
# O=C(Nc1nnc(C2=COCCO2)o1)c1ccc([N+](=O)[O-])s1 reads -15% | -0.5 | 0% | -2% | -7% | -6 | -26 | i
# CCn1c(SC)nc2c(c1=O)SC(C)C2 (centres undefined) reads i | 2.1 | 1% | 2% | 8% | 1 | -18 | i
# Cc1ccc(C)c(N2CCN(C(C(=O)NC3CCCC3)C(C)C)CC2)c1 (centres undefined) reads 12% | . | . | -1% | -2% | -9 | 2 | i
# CN(C)c1nc(C(=O)OCCO)nc(N(C)C)n1 reads -6%[57.5 µM] | -2.5 | -1% | -1% | 5% | 0 | 4 | i

# (more compounds)
# Screens in order: PTHR1 agonist, CCT chaperon mod, Mm-Cpn inhibitor, EPAC2 ag, EPAC2 antag, DRD3 agonist, DRD3 antagonist, pAkt inh
CCc1cccc(NC(=O)COc2ccccc2)c1
  i, 0.4, 1%, 6%, -2%, -4, 0, i
O=C(COc1ccc(Br)cc1)Nc1cc(S(=O)(=O)N2CCCCC2)ccc1N1CCCCC1
  i, 1.7, -1%, -4%, -1%, -7, 15, i
Cc1ccc(N2CC(C(=O)Nc3nnc(SCc4cccnc4)s3)CC2=O)cc1 (centres undefined)
  -19%, -5.1, -1%, 1%, 6%, 2, 13, i
O=C(Nc1nccs1)C1=COCCO1
  -16%, -2.2, 2%, 3%, 17%, 7, -9, i
CN1C(=O)/C(=C/c2ccccc2F)Sc2ccc(C(=O)NCC3CCCO3)cc21 (centres undefined)
  -27%, -1.8, 0%, 8%, -9%, -4, -17, i
CCCCCN(C(=O)CCC(=O)OCc1ccccc1Cl)c1c(N)n(CCCC)c(=O)[nH]c1=O
  -15%, 3.6, -1%, -8%, 1%, -25, 14, i
CCCC/C(O)=C1\C(=O)CC(C)(C)CC1=Nc1ccccc1OC
  -24%[57.5 µM], -2.7, 0%, 13%, -3%, 3, 12, i
Cc1cc(C)c(S(=O)(=O)n2c([N+](=O)[O-])cnc2C)c(C)c1
  i, -0.5, 2%, -2%, -1%, -3, 10, i
NC(=O)c1ccnc2c(O)cccc12
  -10%, ., 0%&-1%, 7%, 10%, ., ., .
CN(Cc1ccccc1C(F)(F)F)C(=O)C1CCC(=O)N(CC2CCCCC2)C1 (centres undefined)
  -27%, -0.5, ., -3%, -3%, -3, 0, i
CN(Cc1nc2ccccc2c(=O)[nH]1)c1ccccc1
  i, -2.7, -1%, 4%, 3%, 1, 7, i
Cc1c(Br)c([N+](=O)[O-])nn1CC(=O)N(C)Cc1ccccc1
  i, 3.1, 0%, 9%, -3%, -1, 3, i
COC(=O)c1nc(-c2ccccc2)nc(-c2ccccc2)c1C(=O)OC
  -9%, -1.9, ., 5%, 0%, 8, 46, i
COC(=O)c1cn(NC(=O)/C=C/c2ccc(OC)c(OC)c2)c(=O)c2ccccc12
  i, -2.6, 0%, -4%, 12%, 3, 16, i
CCCCC(=O)N1C/C=C\C(c2ccc(OC)cc2)N(Cc2ccc(F)cc2)C(=O)C1 (centres undefined)
  ?, -3.7, 0%, 4%, -2%, -19, 0, i
CCC1OC(=O)C(C)C(OC2C[C@@](C)(OC)C(O)C(C)O2)C(C)C(O[C@@H]2OC(C)CC(N(C)C)C2O)[C@](C)(O)CC(C)C(=NOCOCCOC)C(C)C(O)[C@]1(C)O (some centres undefined)
  i, -2.1, 2%, 2%, -7%, 8, 4, i
Cc1ccc(NC(=O)CN(C)C(=O)Nc2ccc(C)cc2)cc1
  i, -4.1, 1%, -3%, 10%, 4, -7, i
Cc1cc(-c2nnc3n2N=C(c2ccccc2Br)CS3)n[nH]1
  -9%, -0.2, 0%, -1%, 4%, 11, 0, i
CCCCn1c(N)c(N(CC)C(=O)c2ccc([N+](=O)[O-])c(C)c2)c(=O)[nH]c1=O
  i, -2.6, 1%, 5%, 14%, 22, 10, i
CCOc1cccc(C(=O)Nc2ccccc2C(=O)N2CCN(C)CC2)c1
  i, -0.5, 1%, 3%, -1%, 4, 14, i

# Next part; it opens with the 2 that closed the last part.
# Screens in order: PTHR1 agonist, CCT chaperon mod, Mm-Cpn inhibitor, EPAC2 ag, EPAC2 antag, DRD3 agonist, DRD3 antagonist, pAkt inh
CCCCn1c(N)c(N(CC)C(=O)c2ccc([N+](=O)[O-])c(C)c2)c(=O)[nH]c1=O
  i, -2.6, 1%, 5%, 14%, 22, 10, i
CCOc1cccc(C(=O)Nc2ccccc2C(=O)N2CCN(C)CC2)c1
  i, -0.5, 1%, 3%, -1%, 4, 14, i
COc1cccc(NC(=S)N2CCCC2)c1
  i, 0.4, 2%, 2%, 7%, 4, 9, i
CC(=O)Nc1ccc2nc(-c3ccncc3)[nH]c2c1
  i, 1.1, -4%, 7%, 6%, -7, -7, i
Cc1ccc(CNC(=O)C2CCN(C(=O)Nc3ccccc3)CC2)cc1
  i, 1.4, 1%, -2%, 11%, -1, 1, i
C[C@H](O)CC1=C[C@H](O)[C@@H](C)OC1=O
  -4%, 0.5, ., 6%, 1%, 10, -2, i
COc1cccc(CNC(=O)Cn2cc3c(n2)CCCC3)c1
  i, -1.8, 0%, 4%, -4%, 3, 15, i
CS(=O)(=O)c1ccc(C(=O)Nc2cccc(-c3nc4ccccc4[nH]3)c2)cc1
  i, 1.7, -4%, 14%, -5%, -1, -9, i
CC1CN(C(=O)C2(C)CC2(Br)Br)CC(C)O1 (centres undefined)
  -9%, -1.8, 2%, 10%, -1%, -9, 8, i
COc1ccc(NC(=O)C/C(C)=N/NC(=O)c2cnccn2)cc1Cl
  -21%, 1.5, 2%, -3%, 6%, 2, 4, i
Cn1c2c(c3ccccc31)CCN=C2c1ccccc1
  i, -0.8, ., 2%, 2%, -14, -21, i
O=C(CCN1CCCCC1)NCC1OCCc2ccccc21 (centres undefined)
  -7%[57.5 µM], -4.9, 1%, 9%, -3%, -23, -7, i
N#Cc1c(SCC(N)=O)nsc1SCc1ccccc1Cl
  i, 1.6, 0%, -11%, -3%, -2, 11, i

# The list is partial. The share of hits here may be higher or lower than overall.
